High-throughput results (PubChem)
KCNQ1 pot – human KCNQ1 channel potentiation or activation | P51787 | CHO-K1 KCNQ1, thallium flux FluxOR fluorescence; active compounds read high | B-score at 10 µM | hit rate 0.35% among 310,000;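 active = fluorescence ratio B-score, a plate-corrected score, at least three library SD, with initial intensity B-score within 5 SD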
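Assay system: CHO-K1 cells stably expressing KCNQ1; Medium: assay buffer with matched DMSO; Also added: K+/Tl+ depolarizing stimulus; Dosing: single dose; Timing: dye 90 min, compound 20 min, room temperature; Measured by: kinetic FluxOR thallium fluorescence, 10-s 1-Hz baseline, 110-s post-stimulus read; Read-out: peak-minus-minimum fluorescence over initial fluorescence, negative-control normalized, B-scored.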
RGS4 block – human RGS4 inhibition; AID 463165; HEK293 M3R/RGS4 inducible, Fluo-4 calcium flux; active compounds read high; triggered by carbachol at its EC20; hit rate 0.45% among 310,000; B-score at 10 µM; P49798;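 active = B-score, a plate-corrected calcium signal, over three deviations above library mean, with baseline fluorescence within five deviations of library mean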;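 also: RGS4 expression induced by doxycycline in cells with stable M3 receptor; B-score is computed from the integrated fluorescence ratio over baseline after carbachol; higher B-score means a larger calcium signal and so more RGS4 inhibition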
Target sequence (P49798 whole entry, looked up): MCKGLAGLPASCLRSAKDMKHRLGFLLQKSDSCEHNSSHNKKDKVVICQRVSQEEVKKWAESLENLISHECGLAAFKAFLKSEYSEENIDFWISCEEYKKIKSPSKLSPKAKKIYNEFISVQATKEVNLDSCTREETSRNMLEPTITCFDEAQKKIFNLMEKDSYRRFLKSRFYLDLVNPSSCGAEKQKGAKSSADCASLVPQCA
RGS4 pot – RGS4 potentiation or activation; B-score at 10 µM; hit rate 0.92% among 310,000; HEK293 M3R/inducible RGS4, carbachol calcium flux Fluo4; active compounds read low;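 active = B-score of the integrated calcium signal more than 4 SD below the library mean, with starting fluorescence not abnormally high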;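 also: negative B-score means reduced calcium response which marks RGS4 activation or potentiation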
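Assay system: Inducible-RGS4 HEK293 cells carrying M3 receptor | Schedule: Compound preincubation 20 min at room temperature before agonist | Signal: Kinetic calcium fluorescence imaging with Fluo4-AM dye, 2 µM | Read-out basis: B score from integrated fluorescence ratio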
hERG rescue – shields human hERG channel from block by proarrhythmic agents | Q12809 | CHO-hERG, FluxOR thallium flux, dofetilide IC70 present | hit rate 0.51% among 310,000 | activation (rescue from dofetilide block), less the hit threshold, % at 10 µM | AID 1511;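 active = activation above the mean of controls blocked by dofetilide plus 5 SD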;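 also: thallium influx through hERG after potassium depolarization seen as dye fluorescence rise; in these data hits start at about 4.7%; inactives centre near -7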
Dyrk1A ADPGlo – blocks rat Dyrk1A kinase activity; ADP-Glo luminescence, NFATc1 peptide; AID 504441; hit rate 0.43% among 310,000; Q63470; inhibition, % at 12.5 µM; in the data active = inhibition above about 50%;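 also: plate controls were vehicle with enzyme for no effect and no enzyme for full effect; many of its hits are not listed in these tables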
KCNQ1 block – blocks the human KCNQ1 potassium channel. hit rate 1.3% among 310,000. AID 2642. P51787. CHO-K1 KCNQ1, FluxOR thallium flux fluorescence; active compounds read high. B-score at 10 µM;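 active = compounds whose thallium flux B-score, printed positive for inhibition, exceeds three library SD while starting fluorescence stays within three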;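 also: channel opened by potassium depolarization with thallium stimulus after 20 min compound exposure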
GSK3A inh – blocks human GSK-3 alpha kinase | ADP-Glo luminescence, 60 min | inhibition, % at 10 µM | hit rate 0.1% among 320,000 | AID 2650;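 in the data active = inhibition above about 50%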;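 also: GST-tagged GSK-3 alpha with peptide substrate and 25 µM ATP; 0% = DMSO neutral wells and 100% = GW8510 positive control wells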
KCNK3 block – human KCNK3 channel inhibition, primary screen | O14649 | CHO-KCNK3 thallium flux, FluxOR fluorescence; active compounds read low | B-score at 10 µM | hit rate 0.84% among 340,000;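 active = B-score under library mean minus 4 SD, starting fluorescence ratio at most library mean plus 5 SD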;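 also: more negative B-score means stronger inhibition of thallium flux through KCNK3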
Target sequence (O14649 whole entry, looked up): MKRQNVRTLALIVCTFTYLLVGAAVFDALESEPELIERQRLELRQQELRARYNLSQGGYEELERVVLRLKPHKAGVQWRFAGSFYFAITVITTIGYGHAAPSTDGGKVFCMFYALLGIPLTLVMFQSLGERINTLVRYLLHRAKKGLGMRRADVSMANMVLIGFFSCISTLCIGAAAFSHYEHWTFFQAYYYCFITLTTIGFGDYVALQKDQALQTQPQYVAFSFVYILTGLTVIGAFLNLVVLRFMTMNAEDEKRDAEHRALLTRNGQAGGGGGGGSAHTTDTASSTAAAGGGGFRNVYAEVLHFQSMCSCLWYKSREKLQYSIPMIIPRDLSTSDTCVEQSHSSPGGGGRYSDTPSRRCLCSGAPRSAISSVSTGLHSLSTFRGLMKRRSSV
GSK3B inh – blocks human GSK3beta kinase activity. hit rate 0.038% among 300,000. activity score (negative = inhibition), % at 10 µM. GST-GSK3beta kinase, ADP-Glo luminescence, 60 min; active compounds read low;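 active = more than half of replicate wells score below -50%, meaning over 50% inhibition versus plate controls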;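 also: 0% = median DMSO wells and -100% = median GW8510 positive control wells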
Target sequence (P49841 whole entry, looked up): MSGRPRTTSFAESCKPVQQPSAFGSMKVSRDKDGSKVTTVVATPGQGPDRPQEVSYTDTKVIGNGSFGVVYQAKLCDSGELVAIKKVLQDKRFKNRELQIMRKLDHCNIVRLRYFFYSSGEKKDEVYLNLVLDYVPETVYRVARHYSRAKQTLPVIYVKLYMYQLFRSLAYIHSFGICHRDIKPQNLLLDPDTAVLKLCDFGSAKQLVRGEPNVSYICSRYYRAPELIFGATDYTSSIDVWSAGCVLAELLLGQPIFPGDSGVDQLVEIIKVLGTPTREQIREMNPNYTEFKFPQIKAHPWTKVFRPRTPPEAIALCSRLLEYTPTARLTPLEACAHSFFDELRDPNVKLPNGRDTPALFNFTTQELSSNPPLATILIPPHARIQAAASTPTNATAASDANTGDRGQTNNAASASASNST
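Assay system: GST-fused GSK3beta enzyme, cell-free / Medium: Tris pH 7.5 buffer with MgCl2, DTT, BSA, heparin / Also added: peptide substrate plus 25 µM ATP (final) / Compound: 10 µM single point / Timing: kinase reaction with compound 60 min at room temperature / Detection: ADP-Glo luminescence / Benchmarks: DMSO neutral wells and GW8510 at 20 µM as positive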
KCNK9 inh – blocks the human KCNK9 two-pore domain potassium channel; hit rate 1.2% among 310,000; HEK293 KCNK9, FluxOR thallium flux fluorescence; active compounds read low; Q9NPC2; B-score at 10 µM; AID 488922;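 active = ratio B-score over 3 SD below the library mean, with starting fluorescence within 5 SD of its mean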;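 also: negative B-score means less thallium flux so channel inhibition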
PolyA inh – blocks polyadenylation in yeast reporter cells | S. cerevisiae SKY197-pL101 polyadenylation reporter, beta-gal luminescence; efflux-impaired pdr1/pdr3 knockout yeast; score 100 = 6 SD above DMSO | calls only at 12 µM | hit rate 0.02% among 300,000 | AID 1875;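 active = lowest replicate activity score at least 50, where 100 means six control SD above control mean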;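 also: yeast exposed to compound for 9 h at 30 °C; higher score means more reporter readthrough which indicates perturbed polyadenylation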
* marks the source's active call; other numbers are inactive results; i = inactive; . = not tested or not shown.

SMILES	KCNQ1 pot	RGS4 block	RGS4 pot	hERG rescue	Dyrk1A ADPGlo	KCNQ1 block	GSK3A inh	KCNK3 block	GSK3B inh	KCNK9 inh	PolyA inh
COc1ccc2c(c1)C(=O)Nc1cc(Cl)ccc1N2	i	i	i	-3	1	i	4	i	4	i	i
CCN1CCc2nc(NC(=O)CC(c3ccccc3)c3ccccc3)sc2C1	i	i	i	-13	11	i	0	i	-1	i	i
CCOC(=O)c1cc(C)sc1NC(=O)CN1CCN(C(=O)C2CCCO2)CC1 (stereo not drawn)	i	i	i	-10	3	i	3	i	3	i	i
COCCN1C(=O)N[C@@H](CCc2ccccc2)C(C(C)=O)=C1C	i	i	i	-5	.	i	1	.	3	i	i
CCOC(=O)N1CCN(C(=O)CSc2ccc(-c3ccc(OC)cc3)nn2)CC1	i	i	i	-28	.	i	-6	i	8	i	i
Cc1ccc(CCNC(=O)Cn2cccc2)cc1	i	i	i	-6	-5	i	2	i	-1	i	i
CC(C)COC(=O)C1[C@H]2C(=O)N(Cc3cccs3)C[C@]23C=C[C@H]1O3 (stereo partly drawn)	i	i	i	-5	5	i	-1	i	1	i	i
Cc1ccc2nc(NS(C)(=O)=O)sc2c1	i	i	i	0	-6	i	2	i	2	i	i
Cc1csc(NC(=O)C2COc3ccccc3O2)n1 (stereo not drawn)	i	i	i	-7	0	i	1	i	1	i	i
CCOc1ccccc1N1CCN(C(=O)COc2ccc3c(C)cc(=O)oc3c2)CC1	i	i	i	-10	1	i	0	i	2	i	i
Cc1c(C(=O)N(C)c2cccc(Cl)c2)cnn1-c1ccccc1	i	i	i	-8	1	i	-1	i	2	i	i
CC(=O)Nc1ccc(SCC(=O)Nc2ccccc2-c2ccccc2)cc1	i	i	i	-8	2	i	-1	i	-2	i	i
c1ccc(-c2nnc(C(c3ccccc3)c3ccccc3)o2)cc1	i	i	i	-15	-1	i	1	i	-1	i	i
O=C(NN1C(=O)C2C3C=CC(C4CC34)C2C1=O)c1ccc(Cl)cc1Cl (stereo not drawn)	i	i	i	-7	-2	i	-1	i	-2	i	i
N#Cc1cc2c(nc1SCc1ccc(Cl)cc1)CCCC2	i	i	-7*	-9	.	i	-6	i	1	i	i
O=C(O)CN1C(=O)/C(=C\c2cc(Br)ccc2OCc2ccc([N+](=O)[O-])cc2)SC1=S	i	i	i	-15	2	i	0	i	1	i	i
CCOCCC(=O)Nc1cc(Cl)ccc1OC	i	i	i	-9	-9	i	-4	i	1	i	i
CC(C)(C)c1ccc(-c2noc(CCC(=O)NCc3ccco3)n2)cc1	i	i	i	-23	1	i	-1	i	0	i	i
CCN(CC)S(=O)(=O)c1cc(C(=O)O)ccc1OC	i	i	i	-10	0	i	2	i	1	i	i
O=C(CCCc1ccccc1)NCc1ccccc1Cl	i	i	i	-9	-4	i	-3	i	1	i	i
O=[N+]([O-])c1cc2cccnc2c2ncccc12	i	i	i	2	.	i	-2	.	-1	i	i
CCOc1ccc(C(C)=O)cc1COc1ccc(C)nc1[N+](=O)[O-]	i	i	i	-3	-4	i	-3	i	4	i	i
CN1CCN(Cc2nc3c(c(=O)[nH]c(=O)n3C)n2CCc2ccccc2)CC1	i	i	i	-3	0	i	-1	i	-1	i	i
CC(C)CNC(=O)NC(=O)CSc1nc2ccccc2n1CC(C)C	i	i	i	-3	3	i	0	i	3	i	i
Cn1ccsc1=NC(=O)c1ccc(S(C)(=O)=O)c([N+](=O)[O-])c1	i	i	i	-11	.	i	-3	i	-1	i	i
CC(=O)N1CCN(C(=O)c2ccc(-c3cccc(C(F)(F)F)c3)o2)CC1	i	i	i	-8	-1	i	3	i	.	i	i
NC(=O)c1ccc(C(F)(F)F)cn1	i	i	i	-11	-1	i	-1	i	1	i	i
CCCCNC(=O)CSc1nc2cc3c(cc2c(=O)n1Cc1ccco1)OCO3	i	i	i	-12	.	i	-5	i	-3	i	i
Clc1cccc(Cl)c1OCCCCN1CCCCC1	i	i	i	-3	4	i	-3	i	2	i	i
COc1cc(S(N)(=O)=O)c(OC)cc1N	i	i	i	-9	3	i	-1	i	2	i	i

The final 4 records of the part before open the next one:
SMILES	KCNQ1 pot	RGS4 block	RGS4 pot	hERG rescue	Dyrk1A ADPGlo	KCNQ1 block	GSK3A inh	KCNK3 block	GSK3B inh	KCNK9 inh	PolyA inh
NC(=O)c1ccc(C(F)(F)F)cn1	i	i	i	-11	-1	i	-1	i	1	i	i
CCCCNC(=O)CSc1nc2cc3c(cc2c(=O)n1Cc1ccco1)OCO3	i	i	i	-12	.	i	-5	i	-3	i	i
Clc1cccc(Cl)c1OCCCCN1CCCCC1	i	i	i	-3	4	i	-3	i	2	i	i
COc1cc(S(N)(=O)=O)c(OC)cc1N	i	i	i	-9	3	i	-1	i	2	i	i
CCOc1ccccc1-c1cc(C(=O)N/N=C(\C)c2cccnc2)c2ccccc2n1	i	i	i	-15	-3	i	-2	i	-4	i	i
O=C(NN1C(=O)/C(=C/c2cccs2)SC1=S)c1ccccc1	i	i	i	-9	-3	i	0	i	-2	i	i
CCOC(=O)N1CCN(C(=S)NCCOC)CC1	i	i	i	-6	0	i	-2	i	1	i	i
O=C(CSc1ccccc1)NCCCN1CCOCC1	i	i	i	-7	4	i	-1	i	-3	i	i
C=CC(O)Cc1c(C)n[nH]c1C (stereo not drawn)	i	i	i	-5	3	i	-1	i	2	i	i
COCCn1c(=O)[nH]c2cc(C(=O)NCc3cccnc3)ccc2c1=O	i	i	i	-11	-2	i	-1	i	-3	i	i
Oc1[nH]c2ccccc2c1C1=NCCCCC1	i	i	i	-5	5	i	-2	i	-3	i	i
CCn1cc(S(=O)(=O)CC(=O)Nc2cc(C)on2)c2ccccc21	i	i	i	-6	2	i	-1	i	-1	i	i
CC(C)C1Nc2ccc(C(=O)N3CCN(c4ccccn4)CC3)cc2NC1=O (stereo not drawn)	i	i	i	-13	-3	i	-3	i	0	i	i
O=c1[nH]nc(SCc2cc(Cl)ccc2Cl)c(=O)[nH]1	i	i	i	-8	-9	i	-2	i	-2	i	i
Cc1ccc(CSc2nnc(-c3ccccc3N)c(=O)[nH]2)cc1	i	i	i	-8	-3	i	-4	i	-9	i	i
CC(=O)NS(=O)(=O)c1ccc2sc(C)nc2c1	i	i	i	-6	-3	i	-3	i	1	i	i
O=C(N/N=C/c1ccc(Br)cc1)c1cc[n+]([O-])cc1	i	i	i	-1	6	i	0	i	3	i	i
Cn1c(CCNC(=O)c2ccccc2)nc2cc(NC(=O)c3ccco3)ccc21	i	i	i	-7	0	i	4	i	1	i	i
c1cc2c(cc1CN1CCOCC1)OCO2	i	i	i	-8	-1	i	0	i	-3	i	i
Cc1ccc(NC(=O)CSC(N)=O)cc1Cl	i	6.1*	i	-5	5	i	-1	i	4	-13*	i
CCCCNC(=O)c1ccccc1SCc1c(C)noc1C	i	i	i	-1	1	i	0	i	-10	i	i
Cc1nc(C)c(C(=O)Nc2ccccc2-c2ccccc2)o1	i	i	i	-8	5	i	0	i	1	i	i
COc1ccc(OC)c(-c2nnc(-c3ccc(C)o3)o2)c1	i	i	i	-12	10	i	-1	i	0	i	i
Cn1cc(CC(=O)NCCCN2CCOCC2)c2ccccc21	i	i	i	-9	2	i	-1	i	5	i	i
CCOCCCNC(=O)c1ccc(/C=C2\Oc3ccccc3N(C)C2=O)cc1	i	i	i	-7	-8	i	0	i	0	i	i
CC1CC(C)CN(c2nc(NCc3ccco3)nc(N)c2[N+](=O)[O-])C1 (stereo not drawn)	i	i	i	-19	36	i	6	i	1	i	i
O=C(Cn1c(=O)oc2cc(S(=O)(=O)N3CCCC3)ccc21)NCc1ccccn1	i	i	i	-5	1	i	0	i	0	i	i
O=C(NCCNc1ccc(Cl)cc1[N+](=O)[O-])c1ccccc1F	i	i	i	-5	-2	i	-3	i	-2	i	i
O=C(NC(=S)Nc1ccc(Br)cn1)c1cccnc1	i	i	i	-11	-7	i	-1	i	-1	i	i
Cc1ccc2cc(CCNC(=O)CC(C)(C)C)c(=O)[nH]c2c1C	i	i	i	-4	-2	i	0	i	1	i	i
C/C(=N\NC(=O)Cc1ccc(Cl)cc1)c1cccc(NC(=O)c2cccnc2)c1	i	i	i	-9	-2	i	.	i	-5	i	.
CCOc1ccc(C(CCc2ccccc2)NC(=O)c2ccccc2)cc1OCC (stereo not drawn)	i	i	i	-11	2	i	-3	i	-5	i	i
CCCCC(=O)Nc1ccnc(-c2cccnc2)n1	i	i	i	-7	19	i	-4	i	1	i	i
Cc1ccc(NC(=O)c2ccc(CSc3nnc(-c4ccncc4)n3C)cc2)cc1	i	i	i	-2	1	i	.	i	-2	i	i

Entries of single compounds from above.
Profile of O=C(CCCc1ccccc1)NCc1ccccc1Cl : KCNQ1 pot = i; RGS4 block = i; RGS4 pot = i; hERG rescue = -9; Dyrk1A ADPGlo = -4; KCNQ1 block = i; GSK3A inh = -3; KCNK3 block = i; GSK3B inh = 1; KCNK9 inh = i; PolyA inh = i
Profile of Cn1ccsc1=NC(=O)c1ccc(S(C)(=O)=O)c([N+](=O)[O-])c1 : KCNQ1 pot = i; RGS4 block = i; RGS4 pot = i; hERG rescue = -11; Dyrk1A ADPGlo = .; KCNQ1 block = i; GSK3A inh = -3; KCNK3 block = i; GSK3B inh = -1; KCNK9 inh = i; PolyA inh = i

Further results follow.
SMILES	KCNQ1 pot	RGS4 block	RGS4 pot	hERG rescue	Dyrk1A ADPGlo	KCNQ1 block	GSK3A inh	KCNK3 block	GSK3B inh	KCNK9 inh	PolyA inh
O=C(NCCc1nnc2ccc(NCCCN3CCOCC3)nn12)c1ccccc1F	i	i	i	-7	-1	i	-2	i	4	i	i
CCOC(=O)CSc1nnc(-c2ccco2)n1-c1ccccc1	i	i	i	-15	0	i	-3	i	0	i	i
COc1ccc(C2c3c(nc[nH]c3=O)Oc3nc[nH]c(=O)c32)cc1	i	i	i	0	-2	i	-3	i	-1	i	i
COc1ccc2c(COC(=O)CC3Sc4ccccc4NC3=O)cc(=O)oc2c1 (stereo not drawn)	i	i	i	-13	2	i	-1	i	-5	i	i

A portion of the library; the hit share may differ from the screen's.
